TRPC6 act: activators of mouse TRPC6 channel; AID 2550; Q61143; HEK293-TRPC6 membrane potential dye fluorescence; stronger effect = higher value; B-score at 10 µM; 310,000 tested, 0.13% active;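 active = B-score of the integrated fluorescence ratio above library mean plus 3 SD, and starting fluorescence ratio within library mean plus 5 SD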;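 also: higher score means more depolarization so channel activation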
ANO1 block: blocks the mouse calcium-activated chloride channel TMEM16A. HEK293 TMEM16A/YFP iodide influx fluorescence, ionomycin. normalized B-score (activity score, 25-100; higher = stronger inhibition) at 10 µM. AID 588511. 310,000 tested, 1.2% active;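 active = ratio plate-corrected score three or more library SD toward inhibition, starting fluorescence score within five deviations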;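 also: score derived from kinetic fluorescence span divided by baseline fluorescence per well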
SKKanGAS inh: SKKanGAS growth inhibition; S. pyogenes SKKanGAS, kanamycin growth, BacTiter-Glo, 6 h; inhibition, % at 7.5 µM; 300,000 tested, 1.3% active;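 active = mean replicate score, as percent of positive control median, at least 50; inconclusive = mean below 50 but one replicate at or above 50; inactive = mean and every replicate below 50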;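 also: strain carries kanamycin resistance gene driven by streptokinase promoter and grows in 40 µg/ml kanamycin; loss of luminescence reflects streptokinase promoter inhibition or plain growth inhibition; 0% = median of DMSO wells and 100% = positive control at its reference dose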
TRPC4 act: TRPC4 (mouse) channel activation; 310,000 tested, 0.49% active; B-score at 10 µM; HEK293 TRPC4beta/mu-opioid, Fluo4 calcium fluorescence; stronger effect = higher value; Q9QUQ5;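 active = B-score above 5 SD of library B-scores, and initial fluorescence ratio not above library mean plus 5 SD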;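 also: positive B-score marks a calcium rise read as TRPC4 activation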
Target sequence (Q9QUQ5 whole entry, looked up): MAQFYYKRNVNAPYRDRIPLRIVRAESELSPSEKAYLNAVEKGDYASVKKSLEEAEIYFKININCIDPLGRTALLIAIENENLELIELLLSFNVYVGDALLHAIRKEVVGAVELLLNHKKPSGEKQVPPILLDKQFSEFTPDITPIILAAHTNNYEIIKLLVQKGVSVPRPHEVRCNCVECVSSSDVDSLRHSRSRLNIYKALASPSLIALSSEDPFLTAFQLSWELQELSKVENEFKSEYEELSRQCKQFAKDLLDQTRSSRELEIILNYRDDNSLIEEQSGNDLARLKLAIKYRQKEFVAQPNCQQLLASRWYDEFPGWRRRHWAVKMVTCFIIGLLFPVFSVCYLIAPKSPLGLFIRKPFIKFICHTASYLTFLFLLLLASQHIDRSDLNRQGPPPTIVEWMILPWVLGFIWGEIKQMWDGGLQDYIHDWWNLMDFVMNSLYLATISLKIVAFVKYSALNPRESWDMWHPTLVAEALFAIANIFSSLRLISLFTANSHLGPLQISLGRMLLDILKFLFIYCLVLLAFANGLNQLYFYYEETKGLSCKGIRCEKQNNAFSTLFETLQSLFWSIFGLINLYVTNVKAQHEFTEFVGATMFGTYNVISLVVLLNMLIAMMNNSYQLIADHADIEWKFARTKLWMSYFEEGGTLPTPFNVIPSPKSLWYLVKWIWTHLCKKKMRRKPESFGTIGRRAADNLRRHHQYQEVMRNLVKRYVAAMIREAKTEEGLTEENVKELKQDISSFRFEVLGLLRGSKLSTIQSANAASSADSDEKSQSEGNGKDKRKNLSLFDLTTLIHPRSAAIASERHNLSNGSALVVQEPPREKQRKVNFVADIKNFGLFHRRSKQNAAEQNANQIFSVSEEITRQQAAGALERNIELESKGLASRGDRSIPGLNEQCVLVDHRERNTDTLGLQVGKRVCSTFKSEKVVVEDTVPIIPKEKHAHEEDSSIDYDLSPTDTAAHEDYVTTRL
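system = HEK293 cells stably co-expressing mouse TRPC4beta and mu-opioid receptor | schedule = Fluo4 dye loading 45 min at room temperature, 110 s recording | measure = B-scored integrated calcium fluorescence ratio | signal = Fluo4 calcium-sensitive dye fluorescence, kinetic, 1 Hz baseline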
MrgX1 agonist: activates human MrgX1 receptor signaling. B-score at 10 µM. MrgX1-HEK293 cells, Fluo-4 calcium fluorescence, agonist mode; stronger effect = higher value. Q96LB2. 310,000 tested, 0.44% active;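 active = calcium response B-score plate-corrected fluorescence ratio at least 3 library SD, with starting fluorescence B-score inside 5 SD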
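Test system: HEK293 cells stably expressing human MrgX1 receptor; Input: fifteen thousand cells per well; Dosing: compound delivered in addition one of three; Schedule: overnight seeding, then 1 h dark dye loading; Technique: Fluo-4 NW calcium fluorescence; Measure: B-scored fluorescence response ratio; Controls: positive and negative controls per plate.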
ANO1 activ: activates or potentiates the mouse TMEM16A chloride channel. 340,000 tested, 0.3% active. B-score at 10 µM. AID 623877. Q8BHY3. HEK293 TMEM16A/YFP-H148Q/I152L, iodide quench fluorescence; stronger effect = lower value;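 active = fluorescence-ratio B-score plate-corrected deviation score at least 3 library SD below zero, with starting fluorescence score within 5 deviations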;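 also: channel opened by trigger with iodide after compound preincubation; score built on the fluorescence ratio of max minus min over baseline; more negative score means more quench and so TMEM16A activation or potentiation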
MrgX1 PAM: allosterically activates human MrgX1 receptor signaling; Q96LB2; MrgX1-HEK293, Fluo-4 calcium flux, FDSS; stronger effect = higher value; B-score at 10 µM; 310,000 tested, 0.63% active;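 active = plate-corrected calcium response at least 3 library SD above typical, normal starting fluorescence, not activating the receptor alone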;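 also: compound read alongside a low EC10 to EC30 dose of BAM8-22 agonist; peak minus trough fluorescence over baseline measured at the second addition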
TRPC6 inhibitor: inhibitors of mouse TRPC6 channel; B-score at 10 µM; Q61143; HEK293-TRPC6, membrane potential dye, ACh-evoked depolarization; stronger effect = lower value; 310,000 tested, 1.1% active;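 active = B-score under library mean minus 3 SD, initial fluorescence not abnormally high, positive integrated signal ratio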;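 also: B-score derived from integrated fluorescence ratio over the kinetic read; more negative B-score means stronger inhibition of depolarization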
MrgX1 antag: human MrgX1 receptor antagonism, primary screen | MRGX1-HEK293 calcium flux, Fluo-4, BAM8-22 antagonism; stronger effect = lower value | 310,000 tested, 1.3% active | Q96LB2 | B-score at 10 µM;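 active = calcium-response B-score plate-corrected more than 3 library SD below zero, starting fluorescence within 5 deviations, no agonist response on first addition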;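 also: peak minus trough fluorescence over baseline after final BAM8-22 challenge near maximal dose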
TRPC4 block: inhibitors of mouse TRPC4 channel; Q9QUQ5; HEK293 TRPC4beta/mu-opioid, DAMGO-evoked Fluo4 calcium flux; stronger effect = lower value; B-score at 10 µM; 300,000 tested, 0.39% active;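 active = B-score over 3 SD under the library average, no early fluorescence shift, positive overall ratio signal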
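Assay system: HEK293 cells with stable TRPC4beta plus mu-opioid receptor expression. Dosing: single dose. Measured by: Fluo4 Ca2+ flux fluorescence. Also added: DAMGO in two steps, submaximal then maximal. Read-out: B score from integrated Fluo4 fluorescence ratio.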
TRPC4 potent: allosteric potentiators of mouse TRPC4 channel | Q9QUQ5 | HEK293 TRPC4beta/mu-opioid, DAMGO EC20, Fluo-4 Ca2+ flux; stronger effect = higher value | B-score at 10 µM | 310,000 tested, 0.42% active | AID 2227;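 active = B-score of calcium response area above 5 SD of library B-scores, with initial fluorescence ratio within 5 SD of library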;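 also: B-score of integrated fluorescence ratio over time as area under calcium response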
Active calls of the source: *; i = inactive; ? = inconclusive; · = not tested or not shown. This is a random part of the collection (roughly 6.7% active in at least one column).

SMILES	TRPC6 act	ANO1 block	SKKanGAS inh	TRPC4 act	MrgX1 agonist	ANO1 activ	MrgX1 PAM	TRPC6 inhibitor	MrgX1 antag	TRPC4 block	TRPC4 potent
O=C(CN1C(=O)c2ccccc2S1(=O)=O)c1ccc2c(c1)OCCCO2	i	i	48	i	i	i	i	i	i	i	i
c1ccc(CCCOCCC2CO2)cc1 (centres undefined)	i	i	2	i	i	·	i	i	i	i	i
O=C(NC1CC2CCC(C1)N2Cc1ccccc1)c1ccccc1Cl (centres undefined)	i	i	6	i	i	i	i	i	i	i	i
O=C(NC1CCCC1)c1ccc(CS(=O)Cc2ccc(Cl)cc2)o1 (centres undefined)	i	i	3	i	i	i	i	i	i	i	i
COc1ccccc1NC(=O)COc1cccc2c1CCNC2=O	i	i	41	i	i	i	i	i	i	i	i
COc1ccc(-c2csc(N3C(=N)SCC3=O)n2)cc1	i	i	4	i	i	i	i	i	i	i	i
Cc1ccc(N(Cc2cc(=O)[nH]c3ccccc23)C(=O)C(C)C)c(C)c1	i	i	4	i	i	i	i	i	i	i	i
COC(=O)c1ccc(COc2ccccc2/C=N/NS(=O)(=O)c2ccc(C)cc2)cc1	i	i	9	i	i	i	i	i	i	i	i
O=C(Nc1nnc(-c2ccc3c(c2)CCCC3)o1)c1ccccc1Cl	i	i	90*	i	i	i	i	i	i	i	i
COc1ccc(C(=O)NNC(=S)NC(=O)c2cc(-c3ccccc3)nc3ccccc23)cc1	i	i	107*	i	i	i	i	i	-6.8*	i	i
Cn1c(C(=O)NCCCN2CCc3ccccc3C2)cc2c(=O)n(C)c3ccccc3c21	i	i	0	i	i	i	i	i	i	i	i
Cc1ccc(S(=O)(=O)N(Cc2cccc([N+](=O)[O-])c2)C(=O)N2CCN(C)CC2)cc1	i	·	-2	i	·	i	·	i	·	i	i
CC(OC(=O)c1cc(Br)ccc1O)C(=O)NCc1ccc2c(c1)OCO2 (centres undefined)	i	i	5	i	i	i	i	i	i	i	i
O=C(NCc1ccccn1)C1CCN(S(=O)(=O)c2cc(Cl)ccc2Cl)CC1	i	i	-3	i	i	i	i	i	i	i	i
COC(=O)N(NC(=O)C(O)(c1ccccc1)c1ccccc1)c1ccc(C)cc1	i	i	5	i	i	i	i	i	i	i	i
O=C(N/N=C/c1cccs1)c1ccc2nc[nH]c2c1	i	i	10	i	i	i	i	i	i	i	i
CCCN1C(=O)/C(=N\OCC(=O)NCC(F)(F)F)c2ccccc21	i	i	-6	i	i	i	i	i	i	i	i
NS(=O)(=O)c1cccnc1Nc1cccc(Cl)c1	i	i	-1	i	i	i	i	i	i	i	i
CC(C(=O)Nc1ccccc1-c1ccccc1)N1CCN(S(=O)(=O)c2ccccc2)CC1 (centres undefined)	i	i	-2	i	i	i	i	i	i	i	i
Cc1cc(NC(=O)c2ccccc2)n(-c2nc3ccccc3[nH]2)n1	i	i	0	i	i	i	i	i	i	i	i
CCOc1ccccc1C(=O)Nc1nnc(Cc2ccc(OC)c(OC)c2)s1	i	i	-1	i	i	i	i	i	i	i	i
CC1(C)Cc2c(cnn2-c2ccc(F)cc2)C(NC(=O)CCN2CCCCC2=O)C1 (centres undefined)	i	i	-1	i	i	i	i	i	i	i	i
ON1C2CCCCC2N(O)C1c1ccccc1C(F)(F)F (centres undefined)	i	i	2	i	i	i	i	i	i	i	i
CCCCOC(=O)c1ccc(N/C(=N\S(=O)(=O)c2ccccc2)c2ccccc2)cc1	i	i	1	i	i	i	i	i	i	i	i
Cn1c(N)c(-c2ccccc2)c2ccc([N+](=O)[O-])cc2c1=O	i	i	5	i	30*	i	i	i	i	i	i
O=C(COC(=O)c1cccnc1)Nc1ccc2c(c1)OCO2	i	i	0	i	i	i	i	i	i	i	i
COc1ccccc1-c1cc(C(=O)Nc2cc(C)on2)no1	i	i	-1	i	i	i	i	i	i	i	i
COc1cccc(OC)c1C(=O)Nc1ccc(S(=O)(=O)Nc2cc(C)nc(C)n2)cc1	i	i	2	i	i	i	i	i	i	i	i
CCC(C)[C@@H](C(=O)NCC1CCC(C(=O)O)CC1)n1nnc2ccccc2c1=O (some centres undefined)	i	i	-1	i	i	i	i	i	i	i	i
Cc1ccc(S(=O)(=O)N2CCOCC2)cc1NC(=O)CSc1ccccn1	i	i	-5	i	i	i	i	i	i	i	i
COc1ccccc1CN1CC(C(=O)N2CCC(C(=O)c3ccccc3)CC2)CCC1=O (centres undefined)	i	i	-4	i	i	i	i	i	i	i	i
COc1cccc(C2CC(c3cccc(OC)c3)n3nc(N)nc3N2)c1 (centres undefined)	i	i	-2	i	i	i	i	i	i	i	i
Cc1cccc(NCc2nnc(-c3ccccc3)o2)c1C	i	i	-1	i	i	i	i	i	i	i	i
Cc1ccc(-c2nnc(CSc3nnc(COc4ccccc4)n3-c3ccccc3)o2)cc1	i	i	8	i	i	i	i	i	i	i	i
CC(=O)/C(=C\N(C)C)Sc1ccc(C)cc1	i	i	2	i	i	i	i	i	i	i	i
C=CCN=C1CC(C)(C)C(C(=O)OC)C(O)=C1C(=O)CCC (centres undefined)	i	i	5	i	i	i	i	i	i	i	i
CCCCC(CCCCl)C(=O)Nc1ccccc1 (centres undefined)	i	i	-9	i	i	i	i	i	i	i	i
CC(C)N(CCn1c(SCC(=O)N2CC(=O)Nc3ccccc32)nc2ccccc2c1=O)C(C)C	i	i	1	i	i	i	i	i	i	i	i
COc1cc(CNCc2cccc3ccccc23)cc(OC)c1	i	i	-6	i	i	i	i	i	i	i	i
CCSc1ccccc1C(=O)Nc1nc2ccccc2c(=O)[nH]1	i	i	-11	i	i	i	i	i	i	i	i

MrgX1 antag: entries above that show a hit
Compound | TRPC6 act | TRPC4 act | ANO1 activ | MrgX1 antag | TRPC4 block | TRPC4 potent
COc1ccc(C(=O)NNC(=S)NC(=O)c2cc(-c3ccccc3)nc3ccccc23)cc1 | i | i | i | -6.8* | i | i

Further records
SMILES	TRPC6 act	ANO1 block	SKKanGAS inh	TRPC4 act	MrgX1 agonist	ANO1 activ	MrgX1 PAM	TRPC6 inhibitor	MrgX1 antag	TRPC4 block	TRPC4 potent
OCCNc1nc2ccccc2[nH]1	i	i	0	i	i	i	i	i	i	i	i
Cc1c(N2C(=O)c3ccccc3C2=O)c(=O)n(-c2ccccc2)n1C	i	i	-3	i	i	i	i	i	i	i	i
COc1ccccc1/C=C1\SC(=S)N(Nc2nc(C)cc(C)n2)C1=O	i	i	6	i	i	i	i	i	i	i	i
Cc1ccc(NC(=O)CCNC(=O)c2ccccc2Cl)nc1	i	i	-1	i	i	i	i	i	i	i	i
CC(C)OC(=O)CSc1nnc(CNc2cccc(Cl)c2)n1C	i	i	5	i	i	·	i	i	i	i	i
Cc1nc(NC(=O)C2CC2)sc1C(=O)NC1CCCCC1	i	i	-12	i	i	i	i	i	i	i	i
CCN(Cc1ccccc1)C(=O)c1cc2cc(OC)c(OC)cc2[nH]1	i	i	-3	i	i	i	i	i	i	i	i
CCCC(=O)NC(c1ccccc1)c1ccc2cccnc2c1O (centres undefined)	i	i	22	i	i	i	i	-5.8*	i	i	i
COCCNC(=O)/C(=C/c1ccccc1Cl)c1ccccc1	i	i	-1	i	i	i	i	i	i	i	i
Cc1ccc(NC(=O)C2CCN(C(=O)NC3CCCCC3)CC2)cc1Cl	i	i	3	i	i	i	i	i	i	i	i
COC(=O)C(=C/C=C/c1cccnc1)C(=O)OC	i	i	-17	i	i	i	i	i	i	i	i
Cc1onc(-c2ccccc2)c1C(=O)OCC(=O)N(C)c1c(N)n(Cc2ccccc2)c(=O)[nH]c1=O	i	i	-3	i	i	i	i	i	i	i	i
CCN1C(=O)[C@H]2[C@@H](c3ccc(C)cc3)N3C(=O)N(c4ccc(C(F)(F)F)cc4)C(=O)[C@@]3(CC)[C@H]2C1=O	i	i	7	i	i	i	i	i	i	i	i
CC(=O)c1ccc(N2CCN(C(=O)C(=O)c3cn(CC(=O)N4CCCCCC4)c4ccccc34)CC2)cc1	i	i	9	i	i	i	i	i	i	i	i
N#Cc1ccc(-c2csc(NNC(=O)c3ccccc3)n2)cc1	i	i	17	i	i	i	i	i	i	i	i
Cc1cc(C)cc(NC(=S)N(C)C)c1	i	i	0	i	i	i	i	i	i	i	i
O=C(Nc1cccc(Cl)c1Cl)c1cc(S(=O)(=O)NCCc2ccccc2)ccc1F	i	i	0	i	i	i	i	i	i	i	i
Cc1noc(C)c1CSc1nc2ccccc2nc1NS(=O)(=O)c1ccc(Cl)cc1	i	100*	?	i	i	i	i	i	i	i	i
O=C(CCc1ccc(S(=O)(=O)NCCc2ccccc2)cc1)Nc1ccc2c(c1)OCCO2	i	i	-2	i	i	i	i	i	i	i	i
O=C(NC1(O)C(=O)c2ccccc2C1=O)c1c(Cl)cccc1Cl	i	i	-7	i	i	i	i	i	i	i	i
CCN(CC)CCOc1ccc2c(c1)C(=NO)c1cc(OCCN(CC)CC)ccc1-2	i	i	-8	i	i	i	i	i	i	i	i
CN1CCN(NC(=O)c2cccc(S(=O)(=O)N3CCCCCC3)c2)CC1	i	i	-6	i	i	i	i	i	i	i	i
COc1ccc(CC(=O)NNS(=O)(=O)c2cccc([N+](=O)[O-])c2)cc1OC	i	i	-3	i	i	i	i	i	i	i	i
CCn1c(SCC(=O)Nc2cc(C)on2)nnc1-c1ccc(S(=O)(=O)N2CCN(C)CC2)cc1	i	i	-1	i	i	i	i	i	i	i	i
CCN(C(=O)c1cc(S(=O)(=O)N2CCc3ccccc32)cn1C)c1ccccc1	i	i	-8	i	i	i	i	i	i	i	i
COc1ccc(C(=O)CN2C(=O)NC(C)(c3ccccc3)C2=O)cc1OC (centres undefined)	i	i	0	i	i	i	i	i	i	i	i
